U2OS ROS induce – ROS inducers in U2OS cancer cells, primary screen, cell-based, H2DCF-DA fluorescence; U2OS ROS induction; ROS induction (% of piperlongumine), % at 10 µM; 46,000 tested, 2% active; in the data active means ROS induction above about 79%, passing the limit was not always enough; inconclusive means no clear call, values can overlap the other calls;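 further: 0% = DMSO vehicle median and 100% = reference compound median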
* marks the source's active call; other numbers are inactive results; ? = inconclusive. Not all compounds are listed. The share of hits here may be higher or lower than overall.

Start of the listing, in advance (six entries):
smiles,U2OS ROS induce
COc1cccc(NC(=O)c2ccc(OC(=S)N3CCC(C)CC3)cc2)c1,42
O=C(Nc1ccccc1N1CCOCC1)NC1CCN(C(=O)OCc2ccccc2)CC1,16
CSc1sc(/C(C)=N\O)c2c1/C(=N\O)CC(C)(C)C2,6
Cc1cc(C)nc(SC(C)C(=O)Nc2cccc(Cl)c2)n1 (centres undefined),-7
C[C@@H]1CN([C@H](C)CO)C(=O)CCCn2nncc2CO[C@H]1CN(C)CC1CC1,-13
[N-]=[N+]=NCc1ccccc1C[C@@]1(C(=O)NCc2ccccc2)N=C(c2ccc(OCCCO)cc2)O[C@@H]1c1ccccc1,118*

The whole of this part (from the top)
smiles,U2OS ROS induce
COc1cccc(NC(=O)c2ccc(OC(=S)N3CCC(C)CC3)cc2)c1,42
O=C(Nc1ccccc1N1CCOCC1)NC1CCN(C(=O)OCc2ccccc2)CC1,16
CSc1sc(/C(C)=N\O)c2c1/C(=N\O)CC(C)(C)C2,6
Cc1cc(C)nc(SC(C)C(=O)Nc2cccc(Cl)c2)n1 (centres undefined),-7
C[C@@H]1CN([C@H](C)CO)C(=O)CCCn2nncc2CO[C@H]1CN(C)CC1CC1,-13
[N-]=[N+]=NCc1ccccc1C[C@@]1(C(=O)NCc2ccccc2)N=C(c2ccc(OCCCO)cc2)O[C@@H]1c1ccccc1,118*
Cc1cc(C(=O)Nc2cccc3c2O[C@@H](CN(C)Cc2ccc(C(=O)O)cc2)[C@H](C)CN([C@H](C)CO)C3=O)n(C)n1,-5
Cc1cc(C)c(C)c(S(=O)(=O)NCc2cccnc2)c1C,40
O=C(Oc1ccc2cc(OC(=O)c3ccccc3)ccc2c1)c1ccccc1,2
COc1ccc(Cl)cc1NC(=O)CN(c1ccc(I)cc1)S(C)(=O)=O,9
CC(=Nc1ccc(C)cc1C)c1sc2ccccc2c1O,18
CC1(C)CCc2cc(-c3ccn(S(=O)(=O)c4ccc(Cl)cc4)n3)ccc2O1,96*
C[C@@H]1CCCCO[C@@H](CN(C)Cc2ccc(C(=O)O)cc2)[C@@H](C)CN([C@H](C)CO)C(=O)c2cc(NC(=O)Nc3cccc4ccccc34)ccc2O1,-13
CCCC(C)NC(=O)N1CCOCC1 (centres undefined),53
CC1(C)Cc2nc3sc4c(SCC(=O)NCc5ccco5)ncnc4c3cc2CO1,7
O=C1NCCCCC1NS(=O)(=O)c1cccc2ccccc12 (centres undefined),-8
C[C@H]1CN([C@@H](C)CO)C(=O)Cc2cc(NC(=O)Cn3cnnn3)ccc2O[C@H]1CN(C)Cc1ccc(Cl)c(Cl)c1,12
COc1cc2c(cc1OC)CN(C(=O)[C@H]1[C@@H]3C(=O)O[C@@H](c4ccccc4)[C@@H](c4ccccc4)N3[C@@H](c3ccc(O)cc3)[C@]13C(=O)Nc1ccccc13)CC2,2
C[C@@H]1CN([C@@H](C)CO)C(=O)c2cccc(N(C)C)c2O[C@@H]1CN(C)Cc1ccc(C(=O)Nc2ccccc2N)cc1,5
Cc1cc(C)c(S(=O)(=O)N(C)CC(=O)Nc2cccc([N+](=O)[O-])c2)c(C)c1,-11
O=C(O)CCn1cc(C(F)(F)F)ccc1=O,8
C[C@@H]1CN([C@H](C)CO)C(=O)c2cccc(NC(=O)c3ccncc3)c2O[C@H]1CN(C)C(=O)Nc1ccc2c(c1)OCO2,-4
CC1CCc2c(sc3ncnc(SCC(=O)Nc4cccc(Cl)c4Cl)c23)C1 (centres undefined),-4
CCOc1c(S(=O)(=O)NCc2ccccn2)ccc(Cl)c1Cl,-2
C[C@H](CO)N1C[C@H](C)[C@@H](CN(C)Cc2ccc(-c3ccccc3)cc2)OCc2cn(nn2)CCCC1=O,4
C[C@H]1CN([C@@H](C)CO)C(=O)c2cc(NC(=O)CCN3CCOCC3)ccc2O[C@@H]1CN(C)C,-4
C[C@H]1CN([C@@H](C)CO)C(=O)Cc2cc(NC(=O)C3CC3)ccc2O[C@@H]1CN(C)Cc1ccncc1,-12
Cc1noc(C)c1NC(=O)N(C)C[C@@H]1Oc2c(NS(=O)(=O)c3ccccc3)cccc2C(=O)N([C@@H](C)CO)C[C@@H]1C,-3
COc1ccc(CN(C)C[C@@H]2Oc3c(NC(=O)Nc4ccc(OC)cc4)cccc3C(=O)N([C@@H](C)CO)C[C@@H]2C)cc1,-4
Cc1nnsc1C(=O)Nc1ccc(CN2CCS(=O)(=O)CC2)cc1,-10
Cc1cc(C(F)F)n2nc(C(=O)Nc3cnn(Cc4ccc(Cl)cc4Cl)c3)nc2n1,-6
CCOC(=O)CC1Sc2ccccc2N=C1SCC(=O)Nc1ccc(Cl)cc1Cl (centres undefined),15
C[C@@H]1CN([C@@H](C)CO)C(=O)c2cccc(NC(=O)c3cnccn3)c2O[C@@H]1CN(C)S(=O)(=O)c1cn(C)cn1,-10
COc1ccc(N(CC(=O)Nc2c(C)cc(C)cc2C)S(C)(=O)=O)cc1Cl,9
O=c1c2ccccc2nc(-c2ccccc2)n1OCc1ccc(Br)cc1,-1
C[C@H]1CN([C@@H](C)CO)C(=O)c2cccc(N(C)C)c2O[C@@H]1CN(C)Cc1ccc(Cl)c(Cl)c1,7
COc1cccc2cc(C(=O)C3C(=O)C(=O)N(CCN4CCOCC4)C3c3cccc(Cl)c3)oc12 (centres undefined),5
COc1ccc(C2OCC3C(c4cc(OC)c5c(c4)OCO5)OCC23)cc1OC (centres undefined),5
C[C@@H]1CN([C@H](C)CO)C(=O)c2cccc(NC(=O)c3ccncc3)c2O[C@H]1CN(C)Cc1ccc(C(=O)Nc2ccccc2N)cc1,9
C[C@H](CO)N1C[C@H](C)[C@H](CN(C)Cc2ccccc2)Oc2c(NC(=O)Nc3ccccc3)cccc2C1=O,20
C[C@H](CO)N1C[C@H](C)[C@@H](CN(C)Cc2ccc(C(=O)Nc3ccccc3N)cc2)Oc2c(NC(=O)Nc3ccccc3)cccc2C1=O,46
C[C@H]1CN([C@@H](C)CO)C(=O)c2cc(NS(=O)(=O)c3ccccc3)ccc2O[C@H]1CN(C)Cc1ccc(C(=O)Nc2ccccc2N)cc1,3
Cc1ccccc1Cn1c2ccccc2c2cnn(CC(=O)N3CCCC3)c(=O)c21,10
COC(=O)CNC(c1ccccc1)c1cc(Br)ccc1NC(=O)c1ccccc1Cl (centres undefined),97*
COc1ccc(CN(C)C[C@@H]2Oc3ccc(NS(C)(=O)=O)cc3C(=O)N([C@@H](C)CO)C[C@@H]2C)cc1,-5
COc1ccc(S(=O)(=O)Nc2ccc3c(c2)C(=O)N([C@H](C)CO)C[C@@H](C)[C@H](CN(C)C(=O)Nc2ccc(C(F)(F)F)cc2)O3)cc1,-8
CCc1nc2ccccc2n1CCC(N)=O,-18
C[C@H]1CN([C@@H](C)CO)C(=O)c2cc(NC(=O)Cc3ccccc3)ccc2O[C@@H]1CN(C)C(=O)Nc1ccc(C(F)(F)F)cc1,40
CC(C)/C(=N/O)c1ccccc1,42
C[C@H]1CN([C@@H](C)CO)C(=O)c2cc(NS(=O)(=O)c3ccc(Cl)cc3)ccc2O[C@@H]1CN(C)Cc1ccc(Cl)c(Cl)c1,53
COc1ccc(S(=O)(=O)N(C)C[C@H]2Oc3ccc(NS(=O)(=O)c4c(C)noc4C)cc3C(=O)N([C@@H](C)CO)C[C@@H]2C)cc1,9
C[C@H](CO)N1C[C@H](C)[C@@H](CN(C)C(=O)Nc2ccc3c(c2)OCO3)Oc2ccc(NC(=O)CCCN(C)C)cc2C1=O,-2
N#Cc1ccc(N2C(=O)c3ccccc3C2=O)cc1,-3
C[C@@H]1CN([C@@H](C)CO)C(=O)c2cc(NC(=O)Nc3cccc4ccccc34)ccc2O[C@@H]1CN(C)C(=O)NC1CCCCC1,27
COc1ccc2c(=O)c(Oc3cc(C)ccc3C)coc2c1,-13
Cc1cc(C)c(OCC(=O)Nc2ncc(I)cc2C)c(Cl)c1,1
CCOc1ccc2c(c1)-c1c(ssc1=S)C(C)(C)N2C,-6
C[C@H]1CN([C@@H](C)CO)C(=O)c2cc(NC(=O)Nc3ccccc3)ccc2O[C@@H]1CN(C)Cc1ccc2c(c1)OCO2,51
Cc1ccc(C)c(NC(=O)c2ccc(OCC(=O)Nc3cc(C(F)(F)F)ccc3Cl)cc2)c1,0
C[C@H]1CN([C@@H](C)CO)C(=O)c2cc(NC(=O)NC3CCCCC3)ccc2O[C@H]1CN(C)Cc1ccc(C(F)(F)F)cc1,3

The listing continues:
smiles,U2OS ROS induce
Cc1ccc(S(=O)(=O)Nc2nc(C)c(NC(=O)Nc3ccc(Cl)cc3Cl)s2)cc1,6
O=S(=O)(Cc1ccco1)Cc1nc(-c2ccc(-c3ccccc3)cc2)cs1,14
CC1(C)CCc2cc(C3SCCS3)ccc2O1,5
CN(C)C(=O)[C@@]1(Cc2ccccc2N=[N+]=[N-])N=C(c2ccc(OCCCO)cc2)O[C@H]1c1ccccc1N=[N+]=[N-],14
CN(C)c1ccc(/C=C(\C#N)S(C)(=O)=O)c(F)c1C#N,1
COCCNCCn1cnc2c1c(=O)[nH]c(=O)n2C,-3
CN(CC(=O)Nc1cccc2ccccc12)S(=O)(=O)c1ccc(F)cc1,-13
COc1ccc(NC(=O)Nc2cccc3c2O[C@H](CN(C)C(=O)Nc2ccc(OC)cc2)[C@H](C)CN([C@H](C)CO)C3=O)cc1,-15
COc1ccc(-c2cc(C(F)(F)F)nc(SCc3cccc(C(=O)O)c3)n2)cc1,11
C[C@@H]1CN([C@@H](C)CO)C(=O)Cc2cc(NC(=O)Nc3ccc4c(c3)OCO4)ccc2O[C@@H]1CN(C)S(=O)(=O)c1cccs1,3
Cc1noc(C)c1S(=O)(=O)Nc1ccc2c(c1)C(=O)N([C@H](C)CO)C[C@H](C)[C@@H](CN(C)S(=O)(=O)c1cccs1)OCCCC[C@@H](C)O2,1
C[C@H]1CN([C@@H](C)CO)C(=O)c2cccc(NS(=O)(=O)c3ccc(Cl)cc3)c2O[C@@H]1CN(C)Cc1ccc(-c2ccccc2)cc1,27
COc1ccc(OC(=O)N(C)C[C@H]2OCc3cn(nn3)CCCC(=O)N([C@@H](C)CO)C[C@@H]2C)cc1,15
C/C=C/c1ccc(OCCCN2C(=O)NC(C)(C)C2=O)c(OC)c1,-13
Cc1noc(C)c1NC(=O)Nc1cccc2c1O[C@H](CN(C)C(=O)Nc1ccc3c(c1)OCO3)[C@@H](C)CN([C@@H](C)CO)C2=O,25
C[C@H]1CN([C@@H](C)CO)C(=O)Cc2cc(NC(=O)C3CC3)ccc2O[C@H]1CN(C)C(=O)Nc1ccc(C(F)(F)F)cc1,1
COc1ccc(S(=O)(=O)N(C)C[C@H]2Oc3c(cccc3N(C)C)C(=O)N([C@H](C)CO)C[C@@H]2C)cc1,4
C[C@H]1CN([C@@H](C)CO)C(=O)Cc2cc(NS(=O)(=O)c3cn(C)cn3)ccc2O[C@@H]1CN(C)S(=O)(=O)c1ccc(Cl)cc1,-13
Cc1csc2sc(-c3ccnc(SCC(=O)c4ccccc4)n3)c(C)c12,21
C[C@@H]1CN([C@@H](C)CO)C(=O)c2cccc(NS(=O)(=O)c3cccs3)c2O[C@H]1CN(C)S(=O)(=O)c1cn(C)cn1,23
N#Cc1c(-c2ccco2)cc(-c2cccs2)nc1OCc1ccc(F)cc1,4
COC(=O)C(CC#Cc1ccc2c(c1)[C@]1(C(=O)N2)[C@H](C(=O)N2CCc3cc(OC)c(OC)cc3C2)[C@H]2C(=O)O[C@H](c3ccccc3)[C@H](c3ccccc3)N2[C@@H]1c1ccc(O)cc1)C(=O)OC,11
Cc1noc(C)c1S(=O)(=O)N(C)C[C@H]1OCCCC[C@@H](C)Oc2ccc(NS(=O)(=O)c3cn(C)cn3)cc2C(=O)N([C@H](C)CO)C[C@@H]1C,-4
COc1ccc(CCNC(=O)C(Sc2ccc(Cl)cc2)c2ccccc2)cc1OC (centres undefined),14
C[C@@H]1CN([C@@H](C)CO)C(=O)c2cc(NC(=O)Nc3ccccc3)ccc2O[C@@H]1CN(C)Cc1ccc(-c2ccccc2)cc1,13
Cc1ccc(-c2nnc3c4ccccc4c(C)nn23)cc1S(=O)(=O)NCC1CCCO1 (centres undefined),58
Cc1noc(C)c1S(=O)(=O)N(C)C[C@@H]1Oc2ccc(NC(=O)CCC(F)(F)F)cc2CC(=O)N([C@@H](C)CO)C[C@@H]1C,7
Cc1ccc(Nc2nc(Nc3ccc(C)cc3)nc(-n3sc(=S)nc3C)n2)cc1,54
CC(C)(C)c1ccc(S(=O)(=O)CCSc2nc3c(cc2C#N)CCCC3)cc1,?
COc1ccc(NC(=O)Nc2cccc3c2O[C@H](CN(C)C(=O)Nc2ccccc2)[C@H](C)CN([C@H](C)CO)C3=O)cc1,-8
O=C(CSc1nc2ccccc2o1)Nc1ccc(Br)cc1Cl,-6
C[C@H](c1ccccc1)N1C[C@@H](CO)OC1=O,-6
Cc1ccc(S(=O)(=O)N(C)C[C@H]2Oc3ccc(NC(=O)C4CC4)cc3C(=O)N([C@@H](C)CO)C[C@H]2C)cc1,-8
Cc1noc(C)c1S(=O)(=O)N(C)C[C@H]1Oc2c(NC(=O)C3CCCCC3)cccc2C(=O)N([C@H](C)CO)C[C@H]1C,-2
C[C@H]1CN([C@@H](C)CO)C(=O)CCCn2nncc2CO[C@H]1CN(C)C(=O)CCCN(C)C,-3
O=C(N/N=C/c1cccs1)c1ccccc1O,-14
C[C@@H]1CN([C@@H](C)CO)C(=O)Cc2cc(NC(=O)Nc3cccc4ccccc34)ccc2O[C@@H]1CN(C)Cc1ccc(C(F)(F)F)cc1,2
CCOC(=O)c1cc(-c2ccc(C)cc2)n(CCC(=O)NC2CCCCCC2)c1C,34
CCOC(=O)C1=C(CC)NC2=C(C(=O)CCC2)C1c1ccc(Cl)cc1 (centres undefined),15
